IEC-6 tox: cytotoxicity in IEC-6 intestinal epithelial cells, primary screen, cytotoxicity control for KLF5 inhibitor project, cell-based, luminescence. IEC-6 cytotoxicity, luminescence viability. AID 1825, 2009. 290,000 compounds, 0.78% hits. inhibition, % at 5 µM; in the data active means inhibition above about 22%;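 further: 0% = plate median of test compound wells and 100% = cytotoxic reference compound wells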
GSK3B inh: human GSK3beta kinase inhibitors, primary screen, biochemical, cell-free homogeneous, HTS. 300,000 compounds, 0.038% hits. Glycogen synthase kinase-3 beta (Homo sapiens), P49841. GST-GSK3beta kinase, ADP-Glo luminescence, 60 min; active compounds read low. activity score (negative = inhibition), % at 10 µM;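 active means more than half of replicate wells score below -50%, meaning over 50% inhibition versus plate controls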;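 further: 0% = median DMSO wells and -100% = median GW8510 positive control wells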
Target sequence (P49841 whole entry, looked up): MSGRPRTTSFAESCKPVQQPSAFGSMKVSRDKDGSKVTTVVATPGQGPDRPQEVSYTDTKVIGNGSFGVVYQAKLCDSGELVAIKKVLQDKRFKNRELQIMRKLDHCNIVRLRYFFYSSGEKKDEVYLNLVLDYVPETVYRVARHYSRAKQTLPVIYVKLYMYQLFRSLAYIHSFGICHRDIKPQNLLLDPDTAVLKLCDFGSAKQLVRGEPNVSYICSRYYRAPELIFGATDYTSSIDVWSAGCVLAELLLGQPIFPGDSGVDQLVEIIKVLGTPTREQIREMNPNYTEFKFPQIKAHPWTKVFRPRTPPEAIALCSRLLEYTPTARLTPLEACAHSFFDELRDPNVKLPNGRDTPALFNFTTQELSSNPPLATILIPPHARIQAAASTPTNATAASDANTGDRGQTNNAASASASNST
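Test system: GST-fused GSK3beta enzyme, cell-free | Quantity: 1.6 ng GST-GSK3beta enzyme per well | Reagent: 25 µM ATP with peptide substrate | Schedule: 60 min enzyme reaction, room temperature | Signal: Luminescent ADP-Glo measurement of ADP formed | Read-out basis: Score relative to plate controls | Control set: DMSO and 20 µM GW8510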
PolyA inh: polyadenylation inhibitors in yeast reporter cells, primary screen, luminescence, S. cerevisiae. S. cerevisiae SKY197-pL101 polyadenylation reporter, beta-gal luminescence; efflux-impaired pdr1/pdr3 knockout yeast; score 100 = 6 SD above DMSO. calls only at 12 µM. 300,000 compounds, 0.02% hits;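 active means lowest replicate activity score at least 50, where 100 means six control SD above control mean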;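 further: yeast exposed to compound for 9 h at 30 °C; higher score means more reporter readthrough which indicates perturbed polyadenylation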
HSF1 inh: HSF1 inhibitors in luciferase reporter cells, primary screen, cell-based, NIH3T3, luminescence. NIH3T3-HGL HSE-luciferase, MG132-induced, luminescence 8 h; active compounds read low. AID 2098, 2009. activity change, negative = inhibition, % at 7.5 µM (by protocol). 300,000 compounds, 0.77% hits;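 active means more than half of replicate wells show activity change below -50%, luminescence cut by over half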;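 further: luciferase reports HSF-1 transcriptional activity via heat shock element; 0% = median of DMSO wells and -100% = zero luminescence signal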
aSyn 5UTR inh: MLPCN primary screen, SNCA 5' untranslated region | alpha-synuclein 5'UTR reporter, inhibitor activity | inhibition, % (tested at 7.5 µM) | 300,000 compounds, 0.82% hits; in the data active means inhibition above about 60%;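 further: H4 neuroglioblastoma cells stably carrying SNCA 5'UTR luciferase fusion; 0% = DMSO wells and 100% = positive control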
HSP90 inh: HSP90 inhibitors, primary screen, cell lysate, luminescence | Heat shock protein HSP 90 (rabbit reticulocyte lysate; luciferase refolding) | Rabbit reticulocyte lysate, luciferase refolding luminescence, 3 h | inhibition, % at 5.6 µM | 290,000 compounds, 0.91% hits | AID 1789, 2009;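 active means inhibition above the screen-wide mean plus 3 SD, computed separately per campaign, cut at about 16% in these data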;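 further: 0% = DMSO wells and 100% = 60 µM geldanamycin wells; inhibitors lower the luminescence because luciferase stays unfolded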
AI-2 QS modul: Vibrio harveyi AI-2 quorum sensing modulators, primary screen, JMH597 strain, luminescence/OD600 ratio | activity change, % at 7.5 µM | Vibrio harveyi JMH597 AI-2 luminescence/OD600 ratio, 9 h; active compounds read low; strain lacks LuxN and CqsS sensors; 0 = neutral-control median | AID 2094, 2009 | 300,000 compounds, 0.4% hits; in the data active means activity change below about -75%, passing the limit was not always enough;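 further: luminescence divided by OD600 gain over 9 h not by final OD600 alone; inactives centre near 13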
GSK3 alpha inh: blockers of GSK3A enzyme activity – biochemical, luminescence, cell-free homogeneous, HTS, primary screen; Glycogen synthase kinase-3 alpha (Homo sapiens), P49840; GSK-3 alpha kinase, ADP-Glo luminescence, 60 min; inhibition, % at 10 µM; 320,000 compounds, 0.1% hits; AID 2650, 2010;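 in the data active means inhibition above about 50%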;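 further: GST-tagged GSK-3 alpha with peptide substrate and 25 µM ATP; 0% = DMSO neutral wells and 100% = GW8510 positive control wells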
Target sequence (P49840 whole entry, looked up): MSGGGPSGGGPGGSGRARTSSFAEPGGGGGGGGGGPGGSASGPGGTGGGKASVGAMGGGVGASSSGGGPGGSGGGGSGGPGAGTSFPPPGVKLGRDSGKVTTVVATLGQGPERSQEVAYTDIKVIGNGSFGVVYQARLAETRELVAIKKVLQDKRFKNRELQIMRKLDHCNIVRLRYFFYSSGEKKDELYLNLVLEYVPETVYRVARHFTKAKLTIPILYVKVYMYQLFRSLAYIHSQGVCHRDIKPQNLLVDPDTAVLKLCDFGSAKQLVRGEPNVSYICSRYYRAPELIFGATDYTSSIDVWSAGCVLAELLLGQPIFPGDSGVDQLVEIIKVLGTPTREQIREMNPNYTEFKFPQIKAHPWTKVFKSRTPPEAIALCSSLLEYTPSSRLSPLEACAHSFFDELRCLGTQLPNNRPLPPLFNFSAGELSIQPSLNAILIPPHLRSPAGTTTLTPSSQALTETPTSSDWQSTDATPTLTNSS
KLF5 inhibitor: KLF5 expression inhibitors, primary screen, DLD-1 cells, luminescence | AID 1700, 2009 | inhibition, % at 5 µM | DLD-1 KLF5 promoter-luciferase reporter | 290,000 compounds, 0.23% hits;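 active means inhibition above a per-plate limit of that plate's mean compound inhibition plus 3 SD, cut at about 60% in these data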;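 further: 0% = DMSO wells and 100% = LY294002 at 200 µM; higher means less KLF5 promoter-driven luciferase light; inactives centre near -14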
HSF1 activator: HSF-1 activators, primary screen, NIH3T3-HGL cells, MG132 stress, luminescence, single point; activation, % at 9 µM; 300,000 compounds, 1.7% hits; NIH3T3-HGL HSF-1 luciferase reporter, 8 h; 100% = twice DMSO control signal;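 active means mean replicate activation of at least 50% with a set share of replicates each reaching 50%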;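 further: 0% = median of the neutral control wells and 100% = twice that signal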
Active calls of the source: *; i = inactive; . = not tested or not shown. An excerpt. The share of hits here may be higher or lower than overall.

mol | IEC-6 tox | GSK3B inh | PolyA inh | HSF1 inh | aSyn 5UTR inh | HSP90 inh | AI-2 QS modul | GSK3 alpha inh | KLF5 inhibitor | HSF1 activator
COc1cccc(-c2cc(C(=O)NCc3ccco3)no2)c1 | -4 | 2 | i | 28 | -97 | -2 | -16 | -1 | -166 | 61*
CCOc1ccc(-n2c(SCc3ccc(C#N)cc3)nnc2-c2cccnc2)cc1 | 3 | 3 | i | 10 | 25 | 0 | 25 | 0 | 11 | -2
C=CCOC(=O)C1=C(C)NC(C)=C(C(=O)OCC=C)C1c1ccc(O)cc1 | . | -5 | i | 17 | 14 | . | -4 | -3 | . | 19
CCCOc1cccc(-c2cc(C(=O)NNC(=S)NCC)c3ccccc3n2)c1 | 3 | . | i | -2 | -114 | 3 | . | -1 | -30 | 18
Cc1cc(NC(=O)c2cccnc2)ccc1Br | 2 | 0 | i | 16 | -147 | -3 | 16 | -1 | -128 | 31
COC(=O)c1ccccc1NC(=O)C1CCCO1 (stereo unspecified) | 1 | 9 | i | 2 | 3 | 0 | 22 | 0 | -26 | 8
COc1ccccc1C1CCN(C(=O)c2cccc([N+](=O)[O-])c2)CC1 | 4 | 4 | i | 0 | 21 | 0 | 17 | -5 | 2 | -5
O=C(Nc1cc(Cl)ccn1)C1CCN(S(=O)(=O)c2cccs2)CC1 | -3 | 2 | i | -11 | -18 | -1 | -5 | 0 | -54 | -17
CC(C)Cn1c(N)c(C(=O)COC(=O)CC23CC4CC(CC(C4)C2)C3)c(=O)n(C)c1=O | 11 | 1 | i | 3 | 14 | 5 | 22 | -2 | -16 | -10
CCOC(=O)/C=C1\SCC(=O)N1CC(O)CN1C(=O)CS/C1=C\C(=O)OCC | -3 | 5 | i | -5 | -3 | 1 | 18 | -2 | 16 | -9

Ordered by value in HSP90 inh (ascending): three from the list above
mol	HSP90 inh
Cc1cc(NC(=O)c2cccnc2)ccc1Br	-3
O=C(Nc1cc(Cl)ccn1)C1CCN(S(=O)(=O)c2cccs2)CC1	-1
COC(=O)c1ccccc1NC(=O)C1CCCO1 (stereo unspecified)	0

Continuation.
mol | IEC-6 tox | GSK3B inh | PolyA inh | HSF1 inh | aSyn 5UTR inh | HSP90 inh | AI-2 QS modul | GSK3 alpha inh | KLF5 inhibitor | HSF1 activator
CCOc1ccc(C2/C(=C(/O)c3ccc(F)cc3)C(=O)C(=O)N2CCCN(C)C)cc1 (stereo unspecified) | -7 | 0 | i | -3 | -14 | -1 | 24 | -1 | -21 | -5
CCCCC(=O)N(CCC)CCC | -2 | -3 | i | 2 | -10 | 2 | 20 | -5 | -26 | -3
O=C(NC1CCCCCC1)C1CCN(S(=O)(=O)N2CCC3(CC2)OCCO3)CC1 | -3 | 0 | i | . | -11 | -4 | 12 | -2 | -2 | .
CCOC(=O)C1(Cc2ccccc2C(F)(F)F)CCN(CCCn2cccn2)CC1 | 4 | 0 | i | -1 | 6 | 0 | 33 | 4 | -3 | 15
CCOc1ccc(C2C(C#N)=C(N)Oc3nc[nH]c(=O)c32)cc1 (stereo unspecified) | -2 | 0 | i | -2 | 8 | 1 | 15 | -2 | -9 | -19
c1ccc2cc3[nH]c(CN4CCOCC4)nc3cc2c1 | 1 | -4 | i | 9 | -36 | 2 | 26 | 0 | -5 | -4
Nc1ccc(C2=Nc3cccc4cccc(c34)N2)cc1 | -3 | 4 | i | 31 | 11 | 2 | 30 | . | -12 | 73*
CN(C)C(=O)CSc1ncccc1-c1nc2ccccc2[nH]1 | -1 | -1 | i | 0 | -10 | -4 | 8 | 11 | -13 | 3
Cc1cc(NC(=O)CCCC(=O)NCc2cccs2)no1 | 3 | 0 | i | -13 | -2 | -5 | 10 | 0 | 6 | 1
O=C(Nc1ncccc1O)c1ccc(Oc2ccccc2)cc1 | -2 | 0 | i | 47 | -198 | 13 | -58 | 4 | -87 | 88*

Remaining list, next part:
mol | IEC-6 tox | GSK3B inh | PolyA inh | HSF1 inh | aSyn 5UTR inh | HSP90 inh | AI-2 QS modul | GSK3 alpha inh | KLF5 inhibitor | HSF1 activator
O=C(NCc1ccco1)c1cccc(S(=O)(=O)N2CCc3ccccc32)c1 | -7 | 3 | i | 4 | 2 | -2 | 4 | -3 | -22 | 21
C/C(=N\NC(=S)Nc1ccc(C)cc1)c1cc2ccccc2o1 | 6 | 1 | i | 0 | -12 | 1 | 24 | 1 | -10 | 8
CCn1cc(C(=O)O)c(=O)c2cc(F)c(N3CCN(S(=O)(=O)c4ccc5c(c4)OCCO5)CC3)cc21 | -15 | -1 | i | -3 | 13 | -3 | 10 | -4 | -15 | -4
O=C(Nc1nc2ccccc2s1)Nc1ccc([N+](=O)[O-])cc1Cl | -1 | 0 | i | -11 | -99 | -1 | 3 | -1 | -53 | -10
O=[N+]([O-])c1cc(S(=O)(=O)C(F)(F)F)ccc1NCC1CCCO1 (stereo unspecified) | 3 | 2 | i | 2 | -8 | 0 | 18 | -1 | -43 | 8
Cc1nc2ccccn2c1C(=O)N/N=C/c1cc(C)n(-c2ccc(Cl)cc2)c1C | 4 | -3 | i | 1 | 27 | -1 | 14 | -2 | -11 | 1
CC(C)(C)c1cc[n+](/C(C(=S)Nc2ccccc2F)=C(/[O-])c2ccc3c(c2)OCCO3)cc1 | 1 | 0 | i | -46 | -74 | 0 | 40 | -2 | -38 | -48
CCOC(=O)C1=C(C)N(C)C(=S)NC1c1cccc(Cl)c1Cl (stereo unspecified) | -1 | 1 | i | -2 | -5 | -5 | 35 | 0 | -24 | 8
O=C(NC1CCCC1)C1c2ccccc2C(=O)N1C1CCCCC1 (stereo unspecified) | -9 | -1 | i | -20 | 14 | -4 | 21 | -2 | -7 | -33
O=c1ccccn1Cc1c(Cl)cccc1Cl | -4 | 1 | i | -4 | 10 | -1 | 0 | -8 | 5 | -6

Next section.
mol | IEC-6 tox | GSK3B inh | PolyA inh | HSF1 inh | aSyn 5UTR inh | HSP90 inh | AI-2 QS modul | GSK3 alpha inh | KLF5 inhibitor | HSF1 activator
CC1=NN(C(C#N)c2ccccc2C)C(c2ccccc2)C1 (stereo unspecified) | -2 | 2 | i | 6 | -3 | 6 | -4 | 1 | -19 | 34
Cc1cc(=O)oc(C)c1C(=O)NCCc1ccc(F)cc1 | 1 | 5 | i | 1 | -8 | 3 | 11 | -1 | -27 | -13
Cc1oc2cc3oc(=O)c(CCC(=O)NCCCN4CCCC4=O)c(C)c3cc2c1C | 6 | -4 | i | -3 | -11 | 4 | 6 | -1 | -14 | 17
O=C(COC(=O)c1cc[n+]([O-])cc1)Nc1ccccc1Sc1ccccc1 | -7 | 1 | i | -6 | 36 | 1 | 5 | -1 | -11 | -10
CCCCNC(=O)NNC(=O)C1CC1(c1ccccc1)c1ccccc1 (stereo unspecified) | -9 | 2 | i | 0 | 9 | 1 | 3 | -1 | -14 | -4
C/C(=N\NC(=O)C1CC1c1ccccc1)c1cccs1 (stereo unspecified) | -1 | 4 | i | -10 | 15 | -3 | 1 | -6 | -2 | 7
Cc1ccc(-c2[nH]c3ccccc3c2SCCNC(=O)c2ccc(S(=O)(=O)N3CCOCC3)cc2)cc1 | 0 | 2 | i | 2 | 10 | -1 | -6 | -2 | 5 | 26
Cc1cc(C)c(NC(=O)CN2C(=O)NC3(CCOc4ccccc43)C2=O)c(C)c1 (stereo unspecified) | 1 | 1 | i | -1 | 15 | 1 | 7 | 0 | -20 | -4
Cc1cc(C)cc(-n2nnc(C(=O)NCc3ccc(Cl)cc3)c2N)c1 | -4 | -1 | i | -22 | 11 | 0 | 9 | 0 | -10 | -38
CC(=O)c1cc2c(cc1NC(=O)C1CCC1)OCO2 | 1 | 0 | i | -7 | -23 | -3 | 10 | 3 | -25 | -9

Some entries already given, limited to GSK3 alpha inh:
| molecule | GSK3 alpha inh |
| --- | --- |
| Cc1oc2cc3oc(=O)c(CCC(=O)NCCCN4CCCC4=O)c(C)c3cc2c1C | -1 |
| O=C(COC(=O)c1cc[n+]([O-])cc1)Nc1ccccc1Sc1ccccc1 | -1 |
| CCCCNC(=O)NNC(=O)C1CC1(c1ccccc1)c1ccccc1 (stereo unspecified) | -1 |
| C/C(=N\NC(=O)C1CC1c1ccccc1)c1cccs1 (stereo unspecified) | -6 |
| Cc1ccc(-c2[nH]c3ccccc3c2SCCNC(=O)c2ccc(S(=O)(=O)N3CCOCC3)cc2)cc1 | -2 |

More compounds.
mol | IEC-6 tox | GSK3B inh | PolyA inh | HSF1 inh | aSyn 5UTR inh | HSP90 inh | AI-2 QS modul | GSK3 alpha inh | KLF5 inhibitor | HSF1 activator
CCOC(=O)C(CC)Sc1nc2c(c(=O)[nH]c(=O)n2C)n1CCc1ccccc1 (stereo unspecified) | -5 | -1 | i | -6 | 4 | 4 | -6 | 3 | 10 | 5
O=C1NCCN1Cc1cccc(Cl)c1 | -5 | 3 | i | 0 | -12 | 0 | 3 | . | -17 | 4
COc1ccccc1NC(=O)CSc1ccc(-c2ccccn2)nn1 | 4 | 2 | i | 7 | -19 | -2 | 10 | 0 | -33 | -11
O=C1C=C(NCCOC23CC4CC(CC(C4)C2)C3)C2(CCCCC2)O1 | 5 | 0 | i | -3 | -1 | -2 | -3 | -1 | -20 | -3
Cc1ccccc1OCCOc1cccc(/C=N/NC(=O)Cc2nnc(N)s2)c1 | 0 | -1 | i | 1 | -84 | 1 | 15 | 4 | -194 | 11
Cc1ccc(N2CC(C(=O)NC3CC3)CC2=O)cc1 (stereo unspecified) | -9 | . | i | -12 | -21 | 14 | . | -3 | 9 | 19

Assay outcomes: PubChem BioAssay, several laboratories
